# Tat transport: blocks Tat-dependent protein export in E. coli; E. coli MC4100 TorA-mCherry Tat export, fluorescence; inhibition, % at 10 µM; hit rate 0.036% among 340,000;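 active = mean replicate inhibition at least 50% and at least half of replicates individually reaching 50%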;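 also: exported cargo escapes ClpAP degradation while cytoplasmic cargo is degraded and loses fluorescence; 0% = median of neutral control wells and 100% = median of NaSCN control wells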
# Arr AP2 block: blocks beta-arrestin peptide binding to AP2 adaptin. FITC-arrestin peptide / GST-AP2 beads, flow cytometry; AP2 beta2 appendage carries R879A mutation. hit rate 0.31% among 340,000. inhibition, % at 10 µM;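 active = inhibition above a set limit, near 3 SD of compounds lacking own fluorescence, cut at about 54% in these data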;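 also: plate controls were DMSO wells for no effect and 5 µM unlabelled arrestin peptide for full effect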
#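 system = GST-tagged AP2 beta2-adaptin appendage (R879A) on 4 µm glutathione beads | reagent = FITC-labelled arrestin peptide probe, 50 nM final | schedule = compound with beads 12 min RT, then probe 1 h RT | signal = HyperCyt-sampled flow cytometry, FL1 channel, ex 488/em 535 nm | read-out = percent response from loss of bead-bound FITC fluorescence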
# PKA-R1A act: activators of PKA-R1A complex | PKA-R1A dissociation, Cy5-IP20 fluorescence polarization; scaled: DMSO 0%, 113 µM cGMP 100% | P00514+P68181 | AID 504707 | hit rate 0.083% among 340,000 | activation, % at 11.4 µM;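 active = percent activation above the mean of all tested compounds plus 3 SD, cut at about 19% in these data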;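 also: higher means more PKAc released from R1A so a rise in polarization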
# SUMO Mot1 rescue: SUMOylation pathway inhibition by Mot1-301 growth rescue; S. cerevisiae Mot1-301 growth rescue, ATP luminescence, 38.5C; percent above DMSO median, 100 means doubled; hit rate 1% among 320,000; AID 2716; growth rescue, % at 18.8 µM;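 active = every valid replicate shows activation above 250% relative to neutral control wells; inactive = the rest, any valid replicate at or below 250%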;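 also: OY570 slx delta 5 strain wells were the positive control but not used for scaling; some compounds called inactive have numbers as strong as hits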
# phage Ecoli inh: E. coli growth loss with phage present; inhibition, % at 11.9 µM; AID 651602; growth absorbance; hit rate 0.26% among 360,000; in the data active = inhibition above about 11%
# MOR-DOR ag: OPRM1-OPRD1 heterodimerization agonism. P35372+P41143. cells, luminescence. activation, % at 9.3 µM. hit rate 0.3% among 340,000. AID 504326; in the data active = activation above about 18%;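 also: 0% = vehicle-treated cells and 100% = reference agonist; values of inactives mirror those of a sister screen read the other way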
# Pemphigus Ab inh: inhibitors of pemphigus antibody binding to human desmoglein-3; DSG3-coupled beads, scFv-anti-DSG3-GFP binding, flow cytometry; hits give low values; binding (percent of control), % at 10 µM; hit rate 0.48% among 310,000;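 active = binding more than 3 SD below its plate's average and above zero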;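 also: hits lower antibody fragment binding to DSG3; some compounds called inactive have numbers as strong as hits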
# Target sequence (P32926 whole entry, looked up, the tested form may be a part): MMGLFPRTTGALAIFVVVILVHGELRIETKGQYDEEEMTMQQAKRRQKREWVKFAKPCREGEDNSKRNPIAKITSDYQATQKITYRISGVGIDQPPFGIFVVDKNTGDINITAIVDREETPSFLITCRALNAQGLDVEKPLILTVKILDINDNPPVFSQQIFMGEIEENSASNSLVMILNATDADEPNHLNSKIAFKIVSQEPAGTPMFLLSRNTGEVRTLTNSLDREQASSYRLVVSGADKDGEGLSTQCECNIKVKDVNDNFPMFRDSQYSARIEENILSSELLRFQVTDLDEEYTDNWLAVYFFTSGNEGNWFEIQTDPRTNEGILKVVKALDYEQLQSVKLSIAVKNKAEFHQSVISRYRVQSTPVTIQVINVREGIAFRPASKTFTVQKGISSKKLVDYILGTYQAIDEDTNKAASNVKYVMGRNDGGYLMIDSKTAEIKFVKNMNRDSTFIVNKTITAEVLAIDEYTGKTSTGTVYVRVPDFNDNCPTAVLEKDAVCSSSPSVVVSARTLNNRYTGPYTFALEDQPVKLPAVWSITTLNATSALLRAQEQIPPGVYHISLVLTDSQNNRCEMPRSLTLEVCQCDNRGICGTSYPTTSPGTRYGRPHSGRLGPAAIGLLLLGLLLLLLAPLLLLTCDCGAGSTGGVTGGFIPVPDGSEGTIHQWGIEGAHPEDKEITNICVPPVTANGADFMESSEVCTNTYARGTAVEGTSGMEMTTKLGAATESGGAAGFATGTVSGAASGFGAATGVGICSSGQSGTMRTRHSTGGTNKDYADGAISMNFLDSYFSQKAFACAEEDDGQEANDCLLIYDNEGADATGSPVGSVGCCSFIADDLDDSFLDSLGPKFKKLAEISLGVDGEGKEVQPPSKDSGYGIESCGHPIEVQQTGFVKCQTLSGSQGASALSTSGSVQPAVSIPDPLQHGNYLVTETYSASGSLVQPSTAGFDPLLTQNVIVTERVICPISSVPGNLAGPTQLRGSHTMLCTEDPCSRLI
# PfHsp90 set2: growth inhibition of yeast expressing Plasmodium Hsp90 | S. cerevisiae expressing PfHsp90, BacTiter-Glo ATP, 48 h; yeast lacking PDR1 and PDR3 efflux regulators | inhibition, % at 9.4 µM | hit rate 0.32% among 310,000 | AID 504621;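 active = every replicate shows inhibition above about 80%, whatever the replicate mean, limit read from the data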;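 also: 0% = DMSO neutral controls and 100% = 20 µM radicicol positive controls; yeast relying on Plasmodium falciparum Hsp90 in place of its own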
# E coli growth: counter-screen for AddAB inhibitors: E. coli growth inhibition. hit rate 0.27% among 330,000. E. coli V3065 growth, OD600 absorbance, 18 h. inhibition, % at 11.9 µM. AID 449728;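 active = inhibition above the campaign's mean inhibition across all tested compounds plus 3 SD, cut at about 9.9% in these data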;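 also: uninfected addAB+ strain grown without phage in ampicillin broth; 0% = DMSO wells and 100% = ciprofloxacin 0.95 µg/ml wells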
# OPRM1-OPRD1 inv: inverse agonist of human OPRM1-OPRD1 heterodimerization | P35372+P41143 | inhibition, % at 9.3 µM | AID 504357 | hit rate 0.21% among 340,000 | cell-based MOR-DOR heterodimer luminescence, inverse agonism; in the data active = inhibition above about 22%, passing the limit was not always enough;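 also: 0% = cells with DMSO and 100% = wells without cells with DMSO; values of inactives mirror those of a sister screen read the other way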
# AddAB inh: less growth of phage-infected E. coli with AddAB | E. coli expressing H. pylori AddAB, absorbance growth | inhibition, % at 11.9 µM | hit rate 0.29% among 330,000 | AID 435030; in the data active = inhibition above about 12%;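 also: 0% = vehicle wells of infected cells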
# Numbers without * were called inactive; nt = no result given.
SMILES,Tat transport,Arr AP2 block,PKA-R1A act,SUMO Mot1 rescue,phage Ecoli inh,MOR-DOR ag,Pemphigus Ab inh,PfHsp90 set2,E coli growth,OPRM1-OPRD1 inv,AddAB inh
O=C(COC(=O)Cc1cccc(C(F)(F)F)c1)Nc1ccc2[nH]c(=O)[nH]c2c1,0,20,-6,-2,4.6,0.4,100,7,-1.1,-3,1.9
c1csc(C(c2nnnn2C2CCCC2)N2CCOCC2)c1 (stereo not drawn),-2,0,2,-19,2.4,-2.1,105,-10,-0.2,12,-1.2
COc1ccc(-n2c(SCC#N)nnc2-c2cccnc2)cc1,-3,-5,10,20,1.3,0.1,nt,nt,-2.6,-1,2.5
CN(CCNC(=O)C1CCC(=O)N(Cc2ccc(Cl)cc2)C1)CCc1ccccc1 (stereo not drawn),1,36,1,-13,2.1,-3.1,111,2,0.3,10,4.7
CCn1cc(S(=O)(=O)c2ccc(Cl)cc2)c(=O)c2cc(OC)ccc21,-2,-4,-2,38,0.5,-2.3,98,-20,-1.9,12,0.6
CC(C)C(=O)Nc1cccc(COc2ccc(CN(CCc3ccccc3)C(=O)OC(C)(C)C)cc2)c1,2,8,5,nt,3.0,2.1,98,-8,nt,-10,nt
CCOC(=O)C(CCC#N)(CCC#N)C(=O)OCC,3,-2,-20,14,3.8,-2.5,102,0,1.0,11,1.7
O=C(c1cccc(Br)c1)N1CCCC1,0,4,2,5,3.8,-1.1,96,nt,0.3,6,-0.5
COC(=O)c1c(NC(=O)CSc2nnc3ccccn23)sc2c1CCC2,-1,-4,-1,-4,3.1,-0.8,98,-6,2.2,4,2.1
CC(C)c1ccc(Nc2nc(Cl)nc(NCc3ccco3)n2)cc1,-12,-3,-6,11,0.1,2.7,101,-69,-0.9,-15,-0.8
CC(C)OCCCNc1nc(Cl)nc2c1cnn2C,-6,5,-11,nt,3.0,-3.1,132,-7,nt,16,nt
Nc1ncnc(Oc2ccccc2F)c1[N+](=O)[O-],-7,-4,4,3,3.5,-0.4,101,-10,-0.5,2,2.9
Cc1cccc(Nc2ccccc2)c1,-6,-5,-7,143,1.1,-1.7,100,-21,-0.9,9,0.5
N#Cc1c(-c2ccc(F)cc2)c2c([nH]c1=O)-c1ccccc1OC2,5,0,-6,96,0.2,-2.5,114,18,-1.1,13,-1.1
COc1ccccc1C1CCN(Cc2ccccc2Cl)CC1,5,-8,-1,12,3.5,3.5,111,20,-0.7,-16,1.9
O=C(CC1SC(=O)NC1=O)Nc1ccc(Cl)cc1 (stereo not drawn),1,4,-7,52,3.2,-2.5,103,33,1.1,12,-0.2
CCOC(=O)CSc1nc2c(c(=O)[nH]c(=O)n2C)n1C/C=C(/C)Cl,-14,-5,-8,-18,3.5,-1.5,99,nt,-0.7,9,2.6
Cc1ccc(N=C2NC(=O)C(CO)(CO)S2)cc1,0,1,6,22,2.7,-2.9,109,-16,0.4,15,2.1
CC1Cc2cc(/C(O)=C3/C(=O)C(=O)N(CCCn4ccnc4)C3c3cccc([N+](=O)[O-])c3)ccc2O1 (stereo not drawn),4,8,-4,-9,1.6,-3.0,103,-16,-2.6,15,-0.5
CCOC(=O)N1CCN(c2ncnc3scc(-c4ccccc4)c23)CC1,-1,-12,0,-1,-1.7,-1.6,105,19,-0.8,7,-0.5
COc1cc(C(=O)Nc2cccc(C)c2C)c(Br)c(OC)c1OC,-15,-3,-10,-3,3.8,-2.9,81,3,0.8,18,2.3
COc1ccccc1NS(=O)(=O)c1cccc(C(=O)NCC(c2cccs2)N(C)C)c1 (stereo not drawn),-12,-10,6,nt,2.1,0.9,100,nt,nt,-4,nt
Cc1nnc(NC(=O)C2CCN(S(=O)(=O)c3ccc(F)c(Cl)c3)CC2)o1,7,2,-4,nt,4.1,-2.5,92,15,nt,14,nt
CC(C)CCN(CCC(C)C)C(=O)Cc1c(O)c2ccccc2[nH]c1=O,11,6,-6,-6,2.1,-0.4,92,-3,0.4,2,-2.5
COc1ccc(OC)c(NC(=O)CSC2=C(C#N)C(c3ccco3)C3=C(CCCC3=O)N2)c1 (stereo not drawn),11,-1,0,-2,-0.3,-2.0,100,-4,0.0,10,1.3
CCCCn1nnc(NC(=O)c2ccco2)n1,-4,1,-9,369,1.6,0.2,100,4,-1.4,-1,-0.7
CCNc1nc(NCC)nc(OCCOC(=O)c2ccccc2)n1,3,7,2,-11,1.7,-3.9,101,-1,-0.1,19,0.7
CCOC(=O)C1=C(CN2CCN(C(=O)c3ccco3)CC2)NC(=O)NC1c1ccc(Cl)cc1 (stereo not drawn),-4,4,3,-3,-0.3,-1.2,108,-9,0.8,6,2.2
Nc1cc(C(=O)c2ccccc2)ccc1[N+](=O)[O-],0,-10,9,10,3.7,-0.3,99,-64,-1.0,2,-0.6
COc1ccc(CN2CC(C(=O)NCCCOC(C)C)CC2=O)cc1 (stereo not drawn),2,-1,-15,-8,0.9,-3.6,106,-5,-0.6,20,-1.5
Cn1c(=O)cc(C(=O)N/N=C/c2ccc(Cl)cc2)[nH]c1=O,nt,-17,nt,-3,1.3,nt,98,nt,1.5,nt,2.2
CC(=O)Nc1cnn(Cc2ccc(Br)cc2)c1,1,-10,-6,-31,1.6,-2.0,96,-8,1.1,11,0.8
O=C(CN1C(=O)NC2(CCCCC2)C1=O)Nc1cc(C(F)(F)F)ccc1N1CCOCC1,14,29,-10,nt,2.3,0.0,93,21,nt,0,nt
CCOC(=O)N1CCC(N2C(=O)c3ccc(C(=O)NCc4ccco4)cc3C2=O)CC1,4,5,6,1,1.8,-2.6,107,1,1.1,14,0.7
COc1ccc(/C=C/C(=O)O)cc1COc1cccc(C)c1,-4,7,-3,5,2.7,-2.9,128,1,1.6,16,5.7
Cc1cc(C)c(C(N)=O)c(SCC(=O)c2cc(C)n(-c3cc(C)on3)c2C)n1,-7,25,0,-15,1.9,2.8,101,0,3.3,-11,-0.3
Cc1ccccc1COCCN1CCN(S(=O)(=O)c2ccccc2)CCC1=O,-6,-7,-7,-24,2.8,-2.1,101,9,-0.3,13,2.5
COc1cc(OC)cc(C(=O)NC2CC3CCC(C2)N3Cc2ccco2)c1 (stereo not drawn),3,-12,3,nt,2.8,-1.4,113,12,nt,7,nt
Cc1ccc(-c2csc(SCC(=O)c3c(N)n(C4CC4)c(=O)[nH]c3=O)n2)cc1,5,1,-5,nt,1.5,-0.8,95,-42,nt,6,nt
O=S(Cc1ccccc1)c1ccccc1 (stereo not drawn),-6,-2,4,nt,0.4,-2.2,97,2,nt,10,nt
CC1=C(C(=O)OCCC(C)C)C(c2ccc3c(c2)OCO3)NC(=O)N1 (stereo not drawn),-6,6,8,-2,1.8,-0.7,92,-5,nt,3,nt
COc1ccc(NC(=O)/C(=C\c2ccncc2)NC(=O)c2ccccc2)cc1,-1,4,0,-10,2.2,-1.0,97,21,0.3,6,2.9
Cc1ccc(SCC2=NNC(=O)C2)cc1,20,7,-7,6,3.2,-0.6,106,0,0.0,3,3.6
CC(NCc1ccccc1O)c1ccccc1 (stereo not drawn),-4,-24,1,84,2.0,-1.5,105,3,-0.1,8,3.0
CCOC(=O)c1cc(C#N)c(Nc2ccccc2OC)nc1C(F)(F)F,5,-11,10,-12,1.6,-2.2,108,-6,-2.0,11,1.4
CN(C)c1ccc(N2C(=NC(=O)CC3CCCCC3)SC3CS(=O)(=O)CC32)cc1 (stereo not drawn),0,-7,0,22,-0.6,0.5,109,6,-2.7,-2,2.6
CCCC[C@@]1(C2CCCC2)Cc2cc(OCC(=O)O)c(Cl)c(Cl)c2C1=O,1,-1,15,7,4.1,-1.4,156,1,2.1,8,2.4
COCCCNC(=O)CC(NS(=O)(=O)c1ccc(OC)cc1)c1ccc(OC)cc1 (stereo not drawn),13,3,2,8,2.5,-2.9,96,7,-0.7,14,1.5
O=C(O)CCc1ccc(-c2ccccc2)n1NC(=O)c1cccs1,-4,19,-9,670*,2.8,-0.2,105,13,-0.8,1,1.5
CCCN(CCC)CCNc1c(N2CCN(C(=O)OCC)CC2)c(=O)c1=O,-5,-5,4,4,nt,2.3,105,-18,-1.0,-12,-0.3
O=C(c1ccc(F)cc1)C1CCN(C(=O)Nc2ccc(F)cc2F)CC1,-9,16,-6,9,1.9,-1.9,96,-27,-0.1,11,2.5
O=C(NOC(=O)c1ccccc1Cl)c1cccs1,-7,-2,-3,-14,-0.2,-1.5,103,nt,2.5,8,1.6
CN(C)C(CNC(=O)C1CC(=O)N(Cc2ccccc2)C1)c1ccccc1 (stereo not drawn),-8,-6,-1,-5,1.9,46*,105,nt,1.8,-250,1.9
COc1ccc(NC(=O)CC(C(=O)O)N2CCCCC2)cc1 (stereo not drawn),-1,-10,-15,450,2.0,-2.5,103,nt,0.1,13,-0.1
CCn1c(SCc2nc3ccccc3s2)nc2cc(S(=O)(=O)N3CCOCC3)ccc21,9,-7,2,54,0.6,-0.2,90,-3,-0.3,1,0.2
COc1ccc(C(=O)NCC(c2ccco2)N2CCCC2)cc1S(=O)(=O)N1CCCCC1C (stereo not drawn),-4,0,-1,1,0.3,0.3,nt,-6,-0.9,-1,-1.4
COc1ccc(OC)c(NC(=O)CN2c3cccc4cccc(c34)S2(=O)=O)c1,6,31,-5,-20,1.1,1.3,99,-32,1.3,-5,2.3
CCN1CCN(c2ccc(NC(=O)c3cc(OC)c(OC)c(OC)c3)cc2)CC1,3,32,5,5,2.4,-2.1,108,16,-0.9,11,1.6
Cc1ccc(NS(=O)(=O)c2ccc(N3C(=O)CCC3=O)cc2)cc1,4,-6,3,-1,1.7,-2.7,104,nt,0.8,12,-1.8
CCOC(=O)c1ccc(NC(=O)CSc2nnc(CC)o2)cc1,3,-5,-9,9,2.3,-2.9,112,22,1.8,10,1.2
# More entries.
SMILES,Tat transport,Arr AP2 block,PKA-R1A act,SUMO Mot1 rescue,phage Ecoli inh,MOR-DOR ag,Pemphigus Ab inh,PfHsp90 set2,E coli growth,OPRM1-OPRD1 inv,AddAB inh
COc1ccc(-c2cc(C(=O)Nc3cccnc3Cl)no2)cc1,9,-21,-5,-3,0.2,-0.7,nt,5,-1.1,6,1.7
O=C(NCc1ccco1)c1ccc(OCC2CCCO2)cc1 (stereo not drawn),-1,-7,-7,-10,2.8,-1.3,nt,nt,2.9,7,3.4
Cc1cc(C)n(CC(O)COc2ccc(C(C)(C)C)cc2)n1 (stereo not drawn),5,5,-8,-29,1.3,-0.9,97,-11,1.5,5,3.5
O=C(Nc1ccc2oc(-c3cccnc3)nc2c1)c1cccnc1,-2,-6,-9,-18,-0.2,-1.9,nt,nt,-2.1,11,1.3
